Source: PubChem BioAssay (several laboratories)
Rac1 wt modul – modulators of human Rac1 wildtype GTP binding; GST-Rac1 beads, fluorescent GTP binding, flow cytometry; actives lie on both sides; 0 = cold GTP competed, 100 = untreated; GTP binding activity (% of control), % at 10 µM; actives 0.27% (n = 190,000); AID 757;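 active means GTP binding activity at least 20 points away from the 100% control level, either lower or higher; inconclusive means compound flagged as likely green fluorescent, judged across all proteins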
GSH fluor – GSH bead compound fluorescence profile | actives 0.25% (n = 190,000) | GSH beads flow cytometry, compound fluorescence 488/530 nm; active compounds read high | AID 1776 | fluorescence (KMESF) at 10 µM; in the data active means fluorescence above about 89;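 further: glutathione beads carrying GST-tagged Bcl family fusion proteins plus one bare bead set; values are compound well signal with DMSO vehicle wells as background; inactives centre near 16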
ABCG2 inh – human ABCG2 inhibition, ABCB1 as counter-screen | Q9UNQ0 | IgMXP3 cells, JC-1 efflux, flow cytometry | inhibition, % at 6.6 µM | actives 0.1% (n = 190,000) | AID 1325;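 active means inhibition above 80%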;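 further: 0% = DMSO and 100% = nicardipine control wells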
Target sequence (Q9UNQ0 whole entry, looked up): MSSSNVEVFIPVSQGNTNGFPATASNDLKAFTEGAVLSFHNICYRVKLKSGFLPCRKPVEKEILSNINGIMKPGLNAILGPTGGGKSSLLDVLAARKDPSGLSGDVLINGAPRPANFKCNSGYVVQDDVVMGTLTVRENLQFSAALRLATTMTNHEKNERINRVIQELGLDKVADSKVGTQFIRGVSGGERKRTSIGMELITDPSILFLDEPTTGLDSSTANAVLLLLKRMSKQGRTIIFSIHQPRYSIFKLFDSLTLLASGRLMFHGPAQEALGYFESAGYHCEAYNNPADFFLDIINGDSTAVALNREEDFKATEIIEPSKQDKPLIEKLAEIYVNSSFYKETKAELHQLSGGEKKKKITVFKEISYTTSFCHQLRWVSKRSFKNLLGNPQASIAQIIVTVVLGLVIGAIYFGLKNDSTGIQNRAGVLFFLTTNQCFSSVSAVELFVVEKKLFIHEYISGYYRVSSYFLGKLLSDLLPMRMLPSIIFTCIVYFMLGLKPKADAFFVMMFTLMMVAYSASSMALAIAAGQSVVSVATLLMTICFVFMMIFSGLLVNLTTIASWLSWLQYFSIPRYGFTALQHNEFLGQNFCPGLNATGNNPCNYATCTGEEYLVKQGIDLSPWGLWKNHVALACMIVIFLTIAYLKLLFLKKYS
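System: two drug-resistant human cell lines, ABCG2 and ABCB1; controls: nicardipine high and DMSO low controls; times: 10 min exposure at 25 °C with rotation, no wash; detection: flow cytometry of retained JC-1 fluorescence; read-out basis: percent efflux inhibition, scaled nicardipine 100% to DMSO 0%; doses: one concentration, 6.6 µM final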
Rac1 mut GTP – human Rac1 activated mutant GTP binding change; P63000; actives 0.11% (n = 190,000); AID 764; percent activity (GTP binding), % at 10 µM; GST-Rac1 activated beads, fluorescent GTP binding, flow cytometry; actives lie on both sides; 100% means binding = to untreated wells;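 active means GTP binding at least 20 percentage points away from the 100% baseline, in either direction, so actives lie on both sides; inconclusive means Compound likely fluorescent itself, or too few beads counted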
Cdc42 wt – changes GTP binding to wildtype human Cdc42. actives 0.2% (n = 190,000). percent activity (GTP binding), % at 10 µM. GST-Cdc42 beads, Bodipy-GTP binding, flow cytometry; actives lie on both sides. P60953;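 active means percent activity GTP binding at least 20 points away from the 100% baseline, either down as inhibitor or up as activator; inconclusive means compound flagged as likely green fluorescent from well-wide comparison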;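 further: median bead fluorescence of bound Bodipy-FL-GTP at 100 nM; 0% = excess unlabeled GTP control and 100% = no compound control; below 100% means less GTP binding so inhibitor and above means activator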
Target sequence (P60953 whole entry, looked up): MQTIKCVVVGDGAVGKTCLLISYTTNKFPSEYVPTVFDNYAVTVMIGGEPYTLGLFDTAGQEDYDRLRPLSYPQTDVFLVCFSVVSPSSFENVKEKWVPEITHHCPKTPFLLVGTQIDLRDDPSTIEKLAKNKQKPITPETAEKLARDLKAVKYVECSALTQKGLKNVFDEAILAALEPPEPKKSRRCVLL
Avidin bead fluor – avidin bead compound fluorescence profile; AID 1775; actives 0.38% (n = 220,000); Avidin beads, compound fluorescence 488/530 nm, flow cytometry; active compounds read high; fluorescence (KMESF) at 10 µM; in the data active means fluorescence above about 47; further: inactives centre near 10
Rab7 wt GTP bind – modulators of GTP binding to dog Rab7 wildtype GTPase | GTP binding activity (percent of control), % at 10 µM | AID 758 | GST-Rab7 beads, fluorescent GTP binding, flow cytometry; actives lie on both sides; untreated = 100%, excess cold GTP = 0% | actives 0.055% (n = 190,000);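 active means fluorescent GTP binding to Rab7 beads changed by at least 20 points from the 100% baseline, either direction, mostly lower; inconclusive means compound itself probably fluorescent, or too few beads counted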;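 further: median green fluorescence of bound Bodipy-FL-GTP per Rab7 bead population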
Rab2 wt GTP – changes GTP binding to wildtype dog Rab2A, up or down; P61105; GST-Rab2 wt beads, Bodipy-GTP binding, flow cytometry; GTP binding activity, % at 10 µM; actives 0.19% (n = 190,000); AID 760;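 active means GTP binding activity at least 20 points away from 100%, either lowered or raised; inconclusive means signal likely due to the compound's own green fluorescence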;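 further: 0% = beads with excess unlabeled GTP and 100% = no-compound control corrected for plate trend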
ABCB1 inh – blocks JC-1 efflux by human ABCB1 transporter. P08183. CCRF-Adr cells, flow cytometry. inhibition, % at 6.6 µM. actives 0.067% (n = 190,000). AID 1326; in the data active means inhibition above about 40%;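 further: 0% = vehicle and 100% = reference inhibitor; higher value means more JC-1 retained so stronger ABCB1 efflux block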
Pf gametocyte – P. falciparum stage V gametocyte viability inhibition. inhibition, % at 10.9 µM. actives 0.065% (n = 150,000). AID 743093. P. falciparum stage V gametocytes, ATP luminescence, 24 h;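 active means inhibition above the mean plus 3 SD of compounds within the control limits, set per campaign, cut at about 38% in these data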;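 further: 0% = DMSO wells and 100% = medium only without gametocytes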
HRas wt GTP – changes GTP binding to wildtype human HRas. AID 759. GST-Ras wt beads, Bodipy-FL-GTP binding, flow cytometry; actives lie on both sides. P01112. actives 0.14% (n = 190,000). GTP binding activity, % at 10 µM;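 active means GTP binding activity at least 20% away from the 100% baseline, either lowered as inhibitor or raised as activator; inconclusive means flagged as likely green fluorescent, judged across all proteins in the well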;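 further: 0% = unlabeled GTP competition control and 100% = no-compound control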
Target sequence (P01112 whole entry, looked up): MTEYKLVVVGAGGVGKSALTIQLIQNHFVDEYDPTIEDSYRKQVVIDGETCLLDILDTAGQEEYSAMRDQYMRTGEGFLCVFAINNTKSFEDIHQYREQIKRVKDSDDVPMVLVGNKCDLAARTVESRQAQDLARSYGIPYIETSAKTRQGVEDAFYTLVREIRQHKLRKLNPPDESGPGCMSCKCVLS
The depositor's hits bear a star; ? = inconclusive; . = no result given. The order is random; about 1.1% have a hit in one of these screens.

Values run as follows: Rac1 wt modul	GSH fluor	ABCG2 inh	Rac1 mut GTP	Cdc42 wt	Avidin bead fluor	Rab7 wt GTP bind	Rab2 wt GTP	ABCB1 inh	Pf gametocyte	HRas wt GTP
> CCOC(=O)CN1C(=O)C(O)(CC(=O)c2ccc3c(c2)CCCC3)c2ccccc21 (stereo not given)
→ 105	22	2	100	100	8	104	100	1.0	.	101
> COc1ccccc1OCCC(=O)O
→ 98	14	-2	93	97	9	105	99	-0.1	.	95
> O=C(Nc1c2c(nc3ccccc13)CCCC2)c1ccccc1F
→ 104	21	-3	97	100	13	96	99	-3.1	0	99
> CCOC(=O)C1CCCN(S(=O)(=O)c2ccc(NC(C)=O)cc2)C1 (stereo not given)
→ 96	20	0	98	95	9	94	96	-0.1	6	93
> CCOC(=O)/C(C#N)=C/c1ccc(OCC(=O)Nc2ccc(C)c(C)c2)c(OC)c1
→ 102	23	2	100	108	10	98	99	0.3	15	99
> Cc1cc(C)nc(NC(=O)c2cnc3sccn3c2=O)n1
→ 109	17	-5	101	98	4	99	102	-2.4	.	102
> C=CCSC1=NC(=O)/C(=C/c2cccs2)S1
→ 102	11	12	98	102	6	100	100	.	-18	102
> O=C(c1ccco1)N1CCc2ccccc21
→ 101	12	7	96	99	10	91	96	0.0	-22	93
> CCCC(C)NNC(=O)c1cc2ccccc2[nH]1 (stereo not given)
→ 101	15	1	98	98	20	98	97	-0.1	.	98
> O=C(NN1C(=O)C2C3c4ccccc4C(c4ccccc43)C2C1=O)c1ccc(Cl)cc1 (stereo not given)
→ 101	7	1	96	98	15	99	93	0.1	-22	96
> COc1cccc(C(=O)Cn2c(Br)nc3c2c(=O)n(C)c(=O)n3C)c1
→ 106	7	1	100	101	9	98	100	0.4	19	101
> Cc1ccc2c(c1)c(CC(=O)Nc1ccc(C)c(F)c1)c(C(=O)O)n2C
→ 100	34	0	96	97	7	101	98	0.1	-30	98
> CCC(C)N(CCNC(=O)CC1Oc2ccccc2NC1=O)C1CCCCC1 (stereo not given)
→ 100	27	3	97	100	8	101	100	0.2	.	99
> Cc1ccc(F)cc1NC(=O)c1cccc2nccnc12
→ 101	46	6	98	101	4	98	100	0.7	-30	101
> COc1ccc(-c2csc3ncn(-c4ccccc4OC)c(=O)c23)cc1OC
→ 99	10	1	96	99	12	104	101	0.6	-4	99
> COCCNC(=S)N/N=C1\CC(C)CC(C)(C)C1 (stereo not given)
→ 93	8	1	95	97	22	96	94	0.1	4	96
> Cn1nc(C(=O)NCc2ccco2)c2ccccc2c1=O
→ 97	9	3	98	96	1	97	95	0.7	-14	98
> COc1cc(CO)cc(Br)c1OCc1cccnc1
→ 103	44	5	97	91	10	97	96	-0.2	3	102
> O=C(CSc1ncn[nH]1)NN(c1ccccc1)c1ccccc1
→ 103	6	2	97	97	4	99	100	0.4	.	98
> Cc1ccc(O)c(C2=NOC(O)(C(F)(F)F)C2)c1 (stereo not given)
→ 101	60	1	103	103	10	97	106	0.5	.	105
> Clc1ccc(-c2csc3ncnc(Cl)c23)cc1
→ 97	15	9	95	94	16	100	95	0.4	1	98
> FC(F)(F)c1nnc2ccc(N3CCCC3)nn12
→ 99	34	10	97	101	16	99	97	-0.1	-20	96
> CC(=O)N1CCN(c2nc3cc4c(cc3nc2NS(=O)(=O)c2ccccc2)OCCO4)CC1
→ 100	27	7	99	103	9	102	101	0.6	.	101
> CCOC(=O)CSc1ccc2nnc(-c3ccncc3)n2n1
→ 100	24	1	97	98	4	95	96	0.0	.	96
> Cc1ccc(OC2=NS(=O)(=O)c3ccccc32)cc1
→ 105	25	1	98	101	34	102	100	0.2	-5	101
> CCOC(=O)C(CC)(CC)/C(C)=N/NC(=O)CC#N
→ 100	11	1	99	99	10	100	98	0.3	.	97
> Cc1cc(OC(=O)c2ccc(Cl)cc2Cl)nc(C)n1
→ 99	56	4	95	94	9	98	94	0.5	18	98
> CCOc1ccc(-n2nc(C(=O)NCCOC)c3ccccc3c2=O)cc1
→ 99	39	9	94	99	13	96	96	0.6	-3	98
> CCN(CC)CCNC(=O)c1c(O)c2cc(OC)c(OC)cc2[nH]c1=O
→ 110	22	50	103	109	34	98	102	1.4	.	102
> C/C=C(\C)C(=O)NCCN1C2=NC[C@@H](Cc3ccccc3)N2C[C@H]1Cc1ccc(O)cc1
→ 100	21	2	97	98	6	99	98	0.3	.	98
> O=C(CN1CCCC1)Nc1ccc(Oc2ccc(NC(=O)CN3CCCC3)cc2)cc1
→ 93	12	1	95	95	38	99	96	0.0	.	98
> CCOCCCNC(C(=O)Nc1ccc(OC)c(Cl)c1)c1ccccc1 (stereo not given)
→ 100	11	3	96	99	10	97	98	4.6	.	96
> S=C(NCCc1ccc(Cl)cc1)NCc1ccco1
→ 99	10	33	97	94	9	103	98	1.9	0	98
> CC(=O)N(Cc1ccc(F)cc1)C1=C(NCc2ccccc2)C(=O)c2ccccc2C1=O
→ 98	34	49	99	98	13	98	97	2.4	.	98
> COc1ccc(-c2cc3n(n2)CCc2nc4ccccc4n2-3)cc1
→ 87	28	39	95	92	13	98	93	0.4	3	93
> Cc1ccc(CN2CCN(Cc3ccc(O)cc3)CC2CCO)o1 (stereo not given)
→ 97	18	1	96	98	10	95	96	0.3	-19	96
> C/C(=N\NC(=O)CN(c1ccccc1)S(C)(=O)=O)c1ccccc1O
→ 97	12	11	95	95	12	105	97	0.0	-22	98
> CN(C1CCCCC1)S(=O)(=O)c1ccc(-n2cnnn2)cc1
→ 109	23	8	102	103	9	101	101	0.8	23	101
> FCCCOc1ccc(-c2ccnc(-c3ccccc3)n2)cc1
→ 95	12	0	93	95	33	93	92	0.0	12	94
> C=CCOc1nc(N(C)C)nc(N(C)C)n1
→ 107	29	13	99	104	12	101	101	1.0	.	101
> COCc1cc(/C=N\NC(=O)Cc2ccc(Cl)cc2)ccc1OC
→ 103	7	0	98	99	3	99	97	0.1	-32	97
> COc1cccc(/C=N/N2CCN(c3ccccc3OC)CC2)c1
→ 100	34	3	99	103	14	99	101	-0.1	19	101
> O=C(N/N=C1\CCCc2ccccc21)c1ccccc1Cl
→ 99	16	4	96	99	11	109	100	0.2	-7	99
> Cc1ccc(C(=O)O/N=C/c2ccc(N(C)C)cc2)cc1
→ 95	10	6	95	93	3	95	97	0.3	8	95
> CCCCN(C(=O)CNC(=O)c1ccco1)C(C(=O)NC1CCCCC1)c1ccc(OC)cc1OC (stereo not given)
→ 107	14	8	101	106	6	104	105	0.5	.	106
> Cc1ccc(C(=O)Nc2nc(-c3cc(Cl)sc3Cl)cs2)cc1
→ 98	50	6	100	101	6	101	99	0.1	2	103
> C/C(=N\NC(=O)CC#N)c1ccc(Oc2ccccc2)cc1
→ 95	24	3	96	94	8	105	96	0.1	-2	97
> COc1ccc(C(=O)COC(=O)c2cccnc2SC)cc1
→ 99	10	7	97	98	11	100	98	0.4	-1	98
> Cc1cc(F)ccc1NC(=O)C1CCCO1 (stereo not given)
→ 100	19	1	97	100	10	98	98	0.2	20	98
> N#Cc1cc(NC2CCCC2)c([N+](=O)[O-])cc1C#N
→ 105	10	4	103	99	13	100	101	1.5	-2	103
> CCOC(=O)N1CCN(Cc2nc3c(c(=O)n(C)c(=O)n3C)n2Cc2cccc(C)c2)CC1
→ 100	49	3	98	100	7	97	99	2.0	-5	99
> CN1CCN(Cc2cc(COCc3ccccc3)c3cccnc3c2O)CC1
→ 104	24	-1	103	104	11	103	106	-0.5	-16	103
> CC(=O)Nc1ccc(SCC(=O)Nc2ccccc2Oc2ccccc2)cc1
→ 104	20	21	100	104	12	102	102	1.5	-2	102
> O=C(C1CCN(S(=O)(=O)N2CCC3(CC2)OCCO3)CC1)N1CCOCC1
→ ?	10	2	?	?	10	?	?	0.5	.	?
> Cc1ccc(C(=O)COc2ccccc2-c2ccccc2)cc1
→ 106	10	24	102	103	9	97	100	0.7	3	99
> CC(C)(C)n1nnnc1C(c1cccc(C#N)c1)N1CCCc2ccccc21 (stereo not given)
→ 103	22	3	99	103	13	99	101	2.2	-7	100
> COCCCC1CCN(Cc2nc(-c3ccccc3)no2)CC1
→ 102	14	0	97	97	12	98	98	0.1	11	98
> CN1C(CC(=O)Nc2ccc(Br)cc2)c2ccccc2CC1(C)C (stereo not given)
→ 99	24	3	96	98	14	98	97	0.5	25	98
> Cc1ccc(-c2nnn(CC(=O)N(CC3CCCO3)C(C(=O)NC3CCCCC3)c3ccc(F)cc3)n2)o1 (stereo not given)
→ 102	20	2	103	104	13	94	107	0.8	.	105
> Cc1cccc(CSC2=NCCN2C(=O)c2ccc(S(=O)(=O)N(C)C)cc2)c1
→ 93	8	0	93	93	24	100	97	0.1	-9	95

Other results follow:
Values run as follows: Rac1 wt modul	GSH fluor	ABCG2 inh	Rac1 mut GTP	Cdc42 wt	Avidin bead fluor	Rab7 wt GTP bind	Rab2 wt GTP	ABCB1 inh	Pf gametocyte	HRas wt GTP
> Cc1c(-c2ccccc2)sc2nc[nH]c(=S)c12
→ 95	9	-1	94	95	23	94	96	-0.1	.	95
> O=[N+]([O-])c1ccc(Cl)cc1N1CCOCC1
→ 93	9	2	91	91	9	92	92	-0.2	13	91
> O=C(N/N=C\c1ccc(CNS(=O)(=O)c2ccccc2)o1)C(=O)Nc1ccc(F)cc1
→ 103	17	8	101	99	7	100	102	0.4	-6	102
> COc1ccc(N2CCN(c3cc(C)c4cccc(C)c4n3)CC2)cc1
→ 99	12	1	94	94	11	102	97	-0.2	2	100
> OC1CCCN(c2c3c(nc4cc(-c5cccc(Cl)c5)nn24)CCC3)C1 (stereo not given)
→ 98	20	2	99	93	3	98	96	0.2	.	97
> COc1ccc(-n2nnc3c(=O)n(CC(=O)Nc4cc(C)on4)cnc32)cc1
→ 102	10	-1	94	96	12	112	100	-0.2	-7	98
> Cc1ccc(NC(=O)CSc2nnc(Cn3c(=O)sc4ccccc43)n2C)cc1
→ 102	13	1	96	97	19	99	98	0.4	.	99
> Cc1ccc(C)c(NC(=O)C2CC(O)CN2C(=O)OC(C)(C)C)c1 (stereo not given)
→ 101	14	2	99	103	8	102	102	1.1	.	102
> CSCc1ccc(C(=O)NCc2ccccc2)cc1
→ 102	10	8	99	99	4	100	98	0.1	.	98
> CCOC(=O)c1ccc(CS(=O)c2ccc(Cl)cc2)o1 (stereo not given)
→ 99	15	1	96	98	21	100	98	0.4	28	100
> O=C(CCS(=O)(=O)c1ccc(Br)s1)N1CCc2ccccc21
→ 106	24	33	100	101	20	95	100	0.9	.	99
